ARNT-TACC3 inh = disruptors of human ARNT/TACC3 interaction. Q9Y6A5. AlphaScreen His-ARNT PAS-B/GST-TACC3 binding, luminescence; TACC3 fragment carries E629A point mutation. inhibition, % at 9.99 µM. 390,000 tested, 0.66% active;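 active = mean inhibition of replicates at least 50% and at least half of replicates each reaching 50%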;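 note: 0% = complete ARNT plus TACC3 wells and 100% = ARNT alone without TACC3; many hits fall short of the cut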
PAX8 inh HTS = lowers PAX8-driven luciferase in RMG-I cells | RMG-I TPO-luciferase reporter, SteadyGlo, 24 h | inhibition, % at 12.6 µM | 360,000 tested, 1.2% active;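 active = mean replicate inhibition at least 60% with every replicate also reaching 60%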;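 note: luciferase light reporting Pax8 driven TPO promoter activity; plate controls were median of neutral control wells for no effect and mitoxantrone controls for full effect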
INS-1E GSIS act = GLuc luminescence reporter in INS-1E cells, primary screen for activators of glucose-dependent secretion of insulin; 370,000 tested, 0.61% active; AID 743287; INS-1E GLuc reporter insulin secretion, 2-3 h; activation, % at 16.6 µM;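 active = lowest replicate activation of at least 40%, so every replicate reaches that level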;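 note: 0% = median of neutral control wells and 100% = median of IBMX positive control wells; some compounds called inactive have numbers as strong as hits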
Cneo AK release = causes C. neoformans cell lysis | adenylate kinase release luminescence, 4 h; normalised: neutral wells 0, clomiphene wells 100 | lysis activity, % at 15 µM | 360,000 tested, 0.2% active;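 active = mean lysis activity across replicates of at least 80%, whatever share of replicates individually reach that level; inactive = mean lysis activity below 80%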
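read-out = cell lysis signal | test system = log-phase Cryptococcus neoformans yeast cells | input = cells at 5 × 10^6 per mL | medium = fresh YPD growth medium | signal = luminescent adenylate kinase detection reagent | timing = 4 h at 37 °C static, read 1 h later | dosing = single dose | controls = Clomiphene as positive lysis control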
Statin myotox sup = suppressors of simvastatin-induced myotoxicity in C2C12 myotubes; 330,000 tested, 0.78% active; ATP luminescence, 48 h; scaled: DMSO 0, geranylgeraniol control 100; rescue of ATP level, % at 7.49 µM; AID 602340;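 active = mean ATP rescue above about 67%, or every replicate alone reaching that limit, limit read from the data, passing the limit was not always enough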;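 note: myotubes were challenged with 10 µM simvastatin during compound exposure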
PGC1a acetyl inh = PGC1a acetylation modulation, inhibitor mode; U2OS PGC1a acetylation, AlphaScreen anti-acetyl-lysine; with virally co-expressed GCN5 acetyltransferase; inhibition, % at 15.6 µM; 350,000 tested, 0.17% active; AID 651687;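 active = every replicate shows inhibition of at least 40%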;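 note: 0% = neutral control wells and 100% = positive control wells; some results beyond the cut were filed as inactive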
PglD DTNB = inhibitors of Campylobacter jejuni PglD acetyltransferase. purified PglD enzyme, DTNB colorimetric CoA detection. 360,000 tested, 0.098% active. inhibition, % at 12.5 µM. AID 602405; in the data active = inhibition above about 16%, passing the limit was not always enough; note: strong numbers were not always called active
LGR2 antag = inhibitors of bursicon-induced Drosophila LGR2 receptor cAMP signaling. HEK293 LGR2, CRE-luciferase, bursicon-stimulated, 4 h. inhibition, % at 9.99 µM. 380,000 tested, 0.35% active. AID 720647;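 active = drop in luminescence signal, shown as inhibition above about 50% in the replicate tests, limit read from the data, passing the limit was not always enough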;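 note: agonist challenge used bursicon conditioned medium at about half maximal strength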
Starred values were filed as active, the others as inactive.

`CC(C(=O)Nc1ccc(N2CCOCC2)cc1)N1C(=O)c2ccccc2C1=O` (stereo unspecified) gave ARNT-TACC3 inh -8, INS-1E GSIS act -3, Cneo AK release 3, Statin myotox sup 6, PGC1a acetyl inh 30, PglD DTNB 7 and LGR2 antag 1.
Screening CC(=O)c1ccc(Cc2cnc(N)s2)cc1 returned ARNT-TACC3 inh -1, Cneo AK release -3, Statin myotox sup -14, PGC1a acetyl inh -5 and PglD DTNB 5.
`O=C(NCc1cccc(CNC(=O)c2ccco2)c1)c1ccco1` gave ARNT-TACC3 inh -1, INS-1E GSIS act 38, Cneo AK release 0, Statin myotox sup 21, PGC1a acetyl inh 13, PglD DTNB -3 and LGR2 antag 9.
For COc1ccc(CCn2c(O)cc3nn(-c4nc5ccccc5s4)c(=O)c-3c2C)cc1 the results were ARNT-TACC3 inh 6, PAX8 inh HTS 10, INS-1E GSIS act -7, PGC1a acetyl inh -9 and LGR2 antag 12.
`CC(=O)Nc1cccc(NC(=O)Nc2cccc3ccccc23)c1` gave ARNT-TACC3 inh -2, PAX8 inh HTS -16, INS-1E GSIS act 7, Cneo AK release 1, Statin myotox sup -1, PGC1a acetyl inh 1, PglD DTNB 0 and LGR2 antag 1.
COc1cc(/C=N/NC(=O)c2ccncc2)ccc1OCC(=O)Nc1cccc([N+](=O)[O-])c1 was read as ARNT-TACC3 inh -2, PAX8 inh HTS -97, INS-1E GSIS act 19, Cneo AK release -8, Statin myotox sup -8, PGC1a acetyl inh -1, PglD DTNB 9 and LGR2 antag -16.
For COc1ccc([C@H]2C[C@@H](n3cc(-c4ccc(F)cc4)nn3)[C@H](O)CN2C(=O)C2CCCCC2)cc1 the results were PAX8 inh HTS 11, INS-1E GSIS act -10, Cneo AK release 0, Statin myotox sup 4, PglD DTNB 2 and LGR2 antag 9.
`Cc1ccc(S(=O)(=O)Nc2ccc3c(c2)C(=O)N([C@H](C)CO)C[C@@H](C)[C@H](CN(C)Cc2ccc4c(c2)OCO4)OCCCC[C@H](C)O3)cc1` gave ARNT-TACC3 inh 4, PAX8 inh HTS 20, INS-1E GSIS act -18, Cneo AK release 42, Statin myotox sup -193, PglD DTNB 1 and LGR2 antag 9.
Screening COc1ccc(C(=O)Nc2c(O)ccc3ccccc23)cc1 returned ARNT-TACC3 inh 3, PAX8 inh HTS 45, INS-1E GSIS act 9, Cneo AK release 4, PGC1a acetyl inh 13, PglD DTNB 0 and LGR2 antag -15.
O=C(O)CCCn1c(=O)[nH]c2ccccc2c1=O was read as ARNT-TACC3 inh -6, PAX8 inh HTS -8, Cneo AK release -8, Statin myotox sup -2, PGC1a acetyl inh 4 and PglD DTNB 2.
CCOC(=O)C1=C(C)NC(C)=C(C(=O)OCC)C1c1ccc(OC)c(OC)c1 was read as PAX8 inh HTS -6, INS-1E GSIS act -6, Cneo AK release 2, Statin myotox sup 9, PGC1a acetyl inh 0, PglD DTNB -1 and LGR2 antag -27.
Screening CN(CC(=O)N1CCN(c2ccccn2)CC1)S(=O)(=O)c1cccc2nsnc12 returned ARNT-TACC3 inh -3, PAX8 inh HTS 10, INS-1E GSIS act 27, Cneo AK release -1, Statin myotox sup 6, PGC1a acetyl inh 11, PglD DTNB -5 and LGR2 antag 4.
For CCOC(=O)N1CCC(Nc2c(N3CCN(c4cc(Cl)ccc4C)CC3)c(=O)c2=O)CC1 the results were ARNT-TACC3 inh -4, PAX8 inh HTS 11, Cneo AK release -7, Statin myotox sup 17, PGC1a acetyl inh 0, PglD DTNB -1 and LGR2 antag 3.
CC(O)c1nc2ccccc2n1CC(=O)Nc1ccc2c(c1)OCCO2 (stereo unspecified) was read as ARNT-TACC3 inh 6, PAX8 inh HTS 10, INS-1E GSIS act 8 and LGR2 antag -33.
For COc1ccc(C2CC(C(F)(F)F)n3ncc(C(=O)NCc4cccnc4)c3N2)cc1OC (stereo unspecified) the results were ARNT-TACC3 inh 4, INS-1E GSIS act 42, Cneo AK release 0, Statin myotox sup 2, PGC1a acetyl inh -3 and PglD DTNB -4.
Screening Cc1n(C)c2cc(Cl)ccc2[n+]1Cc1ccccc1 returned ARNT-TACC3 inh -6, PAX8 inh HTS 5, INS-1E GSIS act 13 and LGR2 antag -18.
Screening CCCN1CCN(C(=O)C2CCN(S(=O)(=O)c3ccc4c(c3)NC(=O)C(C)S4)CC2)CC1 (stereo unspecified) returned ARNT-TACC3 inh -3, PAX8 inh HTS -21, INS-1E GSIS act 4, Statin myotox sup -3, PGC1a acetyl inh -3 and LGR2 antag -13.
For C[C@H](CO)N1C[C@H](C)[C@@H](CN(C)Cc2ccccc2)Oc2ccc(NC(=O)Cc3cn(C)c4ccccc34)cc2C1=O the results were PAX8 inh HTS 13, INS-1E GSIS act 2, Cneo AK release -61, Statin myotox sup 39, PglD DTNB 2 and LGR2 antag 8.
For CN1c2ccc(C#Cc3cccnc3)cc2[C@H]2[C@H](CCN2C(=O)C2CCCCC2)[C@H]1CO the results were ARNT-TACC3 inh 8, PAX8 inh HTS -4, INS-1E GSIS act -10, Cneo AK release 2, Statin myotox sup -18, PGC1a acetyl inh 7, PglD DTNB 3 and LGR2 antag -6.
O=C(COc1cccc(OC(F)F)c1)Nc1ccc(SC(F)F)cc1 was read as ARNT-TACC3 inh 0, Cneo AK release -11, Statin myotox sup 4 and PglD DTNB 3.
O=C(CSc1n[nH]c(=O)n1C1CC1)NCc1ccccc1 was read as ARNT-TACC3 inh -2, PAX8 inh HTS 2, INS-1E GSIS act 4, Cneo AK release -6, Statin myotox sup 42, PGC1a acetyl inh -4, PglD DTNB -5 and LGR2 antag 17.
CCCCCCCCNS(=O)(=O)CCNCc1ccco1 was read as ARNT-TACC3 inh -6, PAX8 inh HTS -5, INS-1E GSIS act -3, Cneo AK release -5, Statin myotox sup 3, PglD DTNB -3 and LGR2 antag 8.
Screening O=C(Nn1c(O)c(C=C2N=c3ccccc3=N2)sc1=S)c1ccccc1 returned ARNT-TACC3 inh 10, INS-1E GSIS act -27, Cneo AK release 4, Statin myotox sup 18, PGC1a acetyl inh -13, PglD DTNB -15 and LGR2 antag -30.
Screening COc1ccc(C(N)=S)cc1 returned ARNT-TACC3 inh -3, PAX8 inh HTS -16, INS-1E GSIS act 4 and LGR2 antag 7.
Screening CN(C)C(=O)[C@H]1[C@H](CO)[C@H]2Cn3c(cccc3=O)[C@@H]1N2C(=O)c1ccccc1 returned ARNT-TACC3 inh 2, PAX8 inh HTS 4, INS-1E GSIS act 5, Cneo AK release 2, Statin myotox sup -15, PglD DTNB -1 and LGR2 antag 9.
For CCC(=O)N(CC1CCC1)C[C@@H]1[C@@H](c2ccccc2)[C@H](CO)N1C(C)=O the results were ARNT-TACC3 inh 5, PAX8 inh HTS 7, INS-1E GSIS act 7, Cneo AK release 1, Statin myotox sup -6, PGC1a acetyl inh -16, PglD DTNB 1 and LGR2 antag -3.
COc1ccc(S(=O)(=O)N(C)C[C@@H]2OCCCC[C@@H](C)Oc3ccc(NS(=O)(=O)c4ccc(Cl)cc4)cc3C(=O)N([C@H](C)CO)C[C@@H]2C)cc1 was read as PAX8 inh HTS 13, INS-1E GSIS act 3, PGC1a acetyl inh 11 and LGR2 antag -3.
`O=S(=O)(c1cnc[nH]1)N1CCN(c2ccc(Cl)cc2)CC1` gave ARNT-TACC3 inh -2, PAX8 inh HTS 10, INS-1E GSIS act 21, Cneo AK release 0, Statin myotox sup -3, PGC1a acetyl inh -14, PglD DTNB 0 and LGR2 antag -4.
`NCC[C@H]1CC[C@H](NC(=O)Nc2ccc(F)cc2)[C@H](CO)O1` gave ARNT-TACC3 inh -12, PAX8 inh HTS 1, INS-1E GSIS act -2, Cneo AK release 15, Statin myotox sup 10, PGC1a acetyl inh 0, PglD DTNB 3 and LGR2 antag 2.
`COc1ccccc1C(=O)Nc1cccc(NC(C)=O)c1` gave ARNT-TACC3 inh 4, Cneo AK release -2, Statin myotox sup -10, PGC1a acetyl inh 4 and PglD DTNB 0.

Random excerpt: 2 records from the list
O=C(COc1cccc(OC(F)F)c1)Nc1ccc(SC(F)F)cc1 was read as ARNT-TACC3 inh 0, Cneo AK release -11, Statin myotox sup 4 and PglD DTNB 3.
For CCC(=O)N(CC1CCC1)C[C@@H]1[C@@H](c2ccccc2)[C@H](CO)N1C(C)=O the results were ARNT-TACC3 inh 5, PAX8 inh HTS 7, INS-1E GSIS act 7, Cneo AK release 1, Statin myotox sup -6, PGC1a acetyl inh -16, PglD DTNB 1 and LGR2 antag -3.

Going on with the list:
For C=CCn1c(SCC(=O)Nc2nnc(C)s2)nnc1C1CC1 the results were ARNT-TACC3 inh -1, PAX8 inh HTS -1, INS-1E GSIS act 17, Cneo AK release -1, Statin myotox sup 9, PGC1a acetyl inh -4, PglD DTNB -4 and LGR2 antag 5.
Screening COc1ccc(/C=C/C(=O)c2ccc3c(c2)OCO3)c(OC)c1 returned ARNT-TACC3 inh 14, PAX8 inh HTS -162, INS-1E GSIS act 11, Cneo AK release -4, PGC1a acetyl inh -5, PglD DTNB -4 and LGR2 antag -209.
For CC12CCC(C/C1=N/OC(=O)c1cccc([N+](=O)[O-])c1)C2(C)C (stereo unspecified) the results were ARNT-TACC3 inh 10, PAX8 inh HTS 19, INS-1E GSIS act -17, Cneo AK release -2, Statin myotox sup 4, PGC1a acetyl inh 4, PglD DTNB -8 and LGR2 antag -9.
For O=C(CSc1nnc(-c2ccccc2)o1)NC1CCS(=O)(=O)C1 (stereo unspecified) the results were ARNT-TACC3 inh -3, PAX8 inh HTS 59, INS-1E GSIS act 4 and LGR2 antag -7.
CC(C)(CO)CNC(=O)CCc1nnc(C2(c3ccc(Cl)cc3)CCC2)o1 was read as ARNT-TACC3 inh 3, PAX8 inh HTS -13, INS-1E GSIS act 7 and LGR2 antag -3.
C[C@@H]1CN([C@@H](C)CO)C(=O)c2cccc(NS(=O)(=O)c3cn(C)cn3)c2O[C@@H]1CN(C)Cc1ccc(Oc2ccccc2)cc1 was read as ARNT-TACC3 inh -2, INS-1E GSIS act -8, Cneo AK release 0, Statin myotox sup 35, PGC1a acetyl inh 6, PglD DTNB -1 and LGR2 antag 7.
For NS(=O)(=O)c1cccc(C(=O)N2CCCc3ccccc32)c1 the results were PAX8 inh HTS 10, INS-1E GSIS act 15, Cneo AK release -3, Statin myotox sup 0, PglD DTNB -1 and LGR2 antag 8.
For O=C(OCCN1CCCCC1)c1cc2ccccc2o1 the results were ARNT-TACC3 inh -8, PAX8 inh HTS 18, Cneo AK release -2, Statin myotox sup 1, PGC1a acetyl inh 0 and PglD DTNB -2.
For COCCCNC(=O)c1ccc2c(c1)ncn2-c1ccc(C)cc1C the results were ARNT-TACC3 inh 26, PAX8 inh HTS -6, INS-1E GSIS act 1, Cneo AK release 0, Statin myotox sup 3, PGC1a acetyl inh -3, PglD DTNB -2 and LGR2 antag -1.
For CC(=O)c1cccc(OCc2cc(C(=O)N3C[C@H]4CC[C@H]3C4)no2)c1 the results were ARNT-TACC3 inh -3, PAX8 inh HTS -202, INS-1E GSIS act 14, Cneo AK release 2, Statin myotox sup -3, PGC1a acetyl inh 8, PglD DTNB 5 and LGR2 antag -62.
Screening O=C(O)C1C2CCC(O2)C1C(=O)Nc1cnn(Cc2ccccc2)c1 (stereo unspecified) returned ARNT-TACC3 inh -5, Cneo AK release 10, Statin myotox sup 7, PGC1a acetyl inh 20 and PglD DTNB -30.
Screening C/C=C/c1ccc2c(c1)O[C@H](CN(C)C(=O)c1cnccn1)[C@H](C)CN([C@@H](C)CO)S2(=O)=O returned ARNT-TACC3 inh 11, PAX8 inh HTS -4, INS-1E GSIS act 8, Cneo AK release 3, Statin myotox sup -8, PGC1a acetyl inh 2, PglD DTNB -1 and LGR2 antag -5.
`CC(C)c1ccc(CN(C(=O)c2cc3ccccc3oc2=O)C2CCS(=O)(=O)C2)cc1` (stereo unspecified) gave ARNT-TACC3 inh 5, INS-1E GSIS act -10, Cneo AK release 2, Statin myotox sup -18, PGC1a acetyl inh 1, PglD DTNB -3 and LGR2 antag 1.

Screens: PubChem, Broad Institute
